# HEK293 NOD2/NF-kB – NOD2 signaling inhibitors, cell-based, luminescence, uHTS, HEK293 (AID 1566). HEK293 NOD2/NF-kB luciferase reporter, luminescence; higher % means a stronger effect. one-dose inhibition, % at 4 µM; EC50 in µM for titrated hits. 0.63% of 290,000 active; in the data active = inhibition above about 50%; note: many of its hits are not listed in these tables
# Yfh1-off respiration – enhancers of respiration in Yfh1-depleted yeast, dose response, Friedreich's ataxia, plus single-dose screen (AID 1465) | S. cerevisiae Yfh1-off respiration, WST-1 reduction, 72 h; higher fold induction means a stronger effect | fold induction at 50 µM, or EC50 in µM where a hit was titrated | 0.074% of 220,000 active;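 active = fold induction of absorbance versus untreated yeast above a set limit, then at least 30% activation at any dose in follow-up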;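 note: activators that raise dye reduction in frataxin-depleted yeast; strong numbers were not always called active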
# Insulin prom up – insulin promoter activators in MIN6 cells, imaging, high-content screening, mouse beta cells | MIN6 insulin promoter-GFP reporter; stronger effect = higher value | z-score at 5 µM | 0.3% of 190,000 active | AID 1625, 2009;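 active = z-score above 3 at 5 µM with at least 500 cells counted in the well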
# bCat nuc transl – modulators of beta-catenin nuclear translocation, primary screen, imaging, HeLa cells, immunofluorescence, high-content; nuclear translocation activity, % at 5 µM; 0.3% of 190,000 active;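 active = nuclear translocation activity above 50% at 5 µM, with a well cell count of 50 or more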;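 note: per-cell ratio of nuclear to cytoplasmic median beta-catenin stain intensity; plate controls were DMSO negative control for no effect and GSK-3 inhibitor IX positive control for full effect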
#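 Read-out: Nuclear/cytoplasmic beta-catenin signal ratio, % activation | Assay system: Human HeLa cell line | Times: 24 h compound exposure at 37°C, 5% CO2 | Signal: Fluorescence imaging of beta-catenin antibody stain plus DAPI | Dosing: 5 µM primary, 0.02–20 µM confirmation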
# MT stabilizer – microtubule stabilizers in HeLa cells, primary screen, imaging, high-content imaging; 0.83% of 200,000 active; HeLa tubulin immunostaining HCS, 24 h; share of cells brighter than vehicle mean+2SD; % tubulin-high responders, % at 10 µM;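 active = plate Z-score above 3 for both tubulin-high and condensed-nucleus cell shares, with cell loss under 80%, at 10 µM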;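 note: anti alpha tubulin signal scored within the nucleus-defined area of each cell; some results filed as inactive read as strong as hits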
# NOD1 NF-kB reporter – NOD1 signaling inhibitors, primary screen, cell-based, luminescence, uHTS (AID 1578) | 1% of 290,000 active | inhibition, % at 4 µM; hits with a dose series show EC50 in µM | NOD1-driven NF-kB luciferase reporter cells, luminescence; higher % means a stronger effect; in the data active = inhibition mostly above about 36%, no sharp cut-off; inactive = mostly below about 34%;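 note: HEK-293T reporter cells stimulated with the NOD1 agonist gamma-tri-DAP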
# P. falciparum M17LAP – P. falciparum M17LAP inhibitors, primary screen, biochemical, fluorogenic H-Leu-NHMec substrate, 1536-well (AID 1619). Leucine aminopeptidase (Plasmodium falciparum (isolate 3D7)). recombinant M17LAP, H-Leu-NHMec fluorogenic kinetic assay; higher % means a stronger effect. inhibition, % at 30 µM; hits with a dose series show IC50 in µM. 0.38% of 220,000 active;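 active = compound inhibiting the enzyme by more than half at any dose during confirmatory dose-response retesting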;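 note: plate controls were full reaction with DMSO carrier for no effect and no enzyme background for full effect; strong numbers were not always called active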
# Dynein transport – inhibitors of GR-EGFP nuclear translocation, primary screen, dynein cargo transport inhibitor project, imaging, high-content, 3617.4 mouse cells. z-score, hits read low. test concentration mostly 20 µM; stimulated with dexamethasone, 1 µM; stronger effect = lower value. 0.47% of 220,000 active;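 active = plate z-score of nuclear minus cytoplasmic receptor signal below a set negative limit, without overly bright fluorescence or cell loss, cut at about -3.5 in these data, passing the limit was not always enough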;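 note: z-score of nuclear minus cytoplasmic ring GR-EGFP intensity difference per well; some compounds called inactive have numbers as strong as hits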
#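 Also added: dexamethasone, 1.0 µM final. Medium: tet-free, stripped-serum medium. Detection: fixed, Hoechst-stained cells imaged at 10x for EGFP. Read-out: nuclear-to-cytoplasmic GR-EGFP distribution per well. Times: induction 48 h, compound 1 h, agonist 30 min.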
# Autophagy mod – autophagy modulators in MEF cells, primary screen, imaging, high-content, MEF GFP-LC3; calls only at 10 µM (by protocol); 0.98% of 190,000 active; MEF GFP-LC3 puncta imaging; test concentration mostly 10 µM;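 active = percentage of spot-positive cells more than 3 SD above its plate mean, without a fluorescence outlier flag or 80% toxicity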;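 note: spot-positive cell cutoff set from DMSO-treated cells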
# Dynein transport cytoplasmic EGFP – further read-out of Dynein transport, marked with its call; z-score; measured here: cytoplasmic GR-EGFP intensity; stronger effect = higher value
# Dynein transport nuclear GR-EGFP – second read-out of Dynein transport, no call of its own (marks repeat the call); z-score; measured here: nuclear GR-EGFP intensity;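 lower value marks the stronger effect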
# Dynein transport cell count – further read-out of Dynein transport, marked with its call; z-score; measured here: cell count per field
# Insulin prom up cell count – also measured in Insulin prom up; calls as there; cell count; measured here: cytotoxicity, nuclei count;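 total cells summed across four imaged fields per well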
# bCat nuc transl cell count 5 µM – second read-out of bCat nuc transl, no call of its own (marks repeat the call); cell count; measured here: cell count, cytotoxicity flag
# MT stabilizer Hoechst-high % – also measured in MT stabilizer; calls as there; % Hoechst-high responders; measured here: nuclear condensation Hoechst responders;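 share of cells brighter than vehicle mean plus two SD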
# MT stabilizer cytotoxicity % – second read-out of MT stabilizer, no call of its own (marks repeat the call); toxicity, %; measured here: cytotoxicity by cell density;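 0% = mean cell density of plate MIN control wells and 100% = no cells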
# Autophagy mod cell loss 18 h – also measured in Autophagy mod; calls as there; toxicity, %; measured here: cell loss, nuclei count;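 cell loss after 18 h compound exposure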
# Active calls of the source: *; i = inactive; . = no result given; + = active, no number. An excerpt (hit frequency here may not be typical).
structure	HEK293 NOD2/NF-kB	Yfh1-off respiration	Insulin prom up	Insulin prom up cell count	bCat nuc transl	bCat nuc transl cell count 5 µM	MT stabilizer	MT stabilizer Hoechst-high %	MT stabilizer cytotoxicity %	NOD1 NF-kB reporter	P. falciparum M17LAP	Dynein transport	Dynein transport cytoplasmic EGFP	Dynein transport nuclear GR-EGFP	Dynein transport cell count	Autophagy mod	Autophagy mod cell loss 18 h
CCOc1cc(/C=C/c2cc(C(=O)O)c3ccccc3n2)ccc1O	-6%	i	0.16	1344	-0.5	966	3.8	0.9	10	-36%	19%	2.7	0.056	2.8	-3.9	i	14
Cc1cc(C(=O)CSc2ccc3c(c2)OCCO3)c(C)n1C1CC1	-86%	i	0.23	1326	-0.3	963	3.8	1.9	9.1	-44%	7%	2.2	-0.21	0.81	-1.5	i	7
CCOc1cccc2c1OC1(C)CC2NC(=O)N1Cc1ccccc1 (stereo not given)	7%	i	0	1285	-0.6	1176	2.5	1.8	0.3	-19%	4%	-0.25	-0.34	-0.47	1.1	i	-9
Cc1cccc(C)c1NC(=O)c1sc(Cl)nc1C	7%	i	0.29	1276	2.6	518	1.5	2.8	4.9	-34%	-7%	-1.2	-0.3	-0.61	0.59	i	-1
CN(C)C(=O)CSc1nnc(-c2cccs2)n1-c1ccccc1	-2%	i	-1.1	987	-0.9	1271	.	.	.	-5%	-8%	-0.16	-0.15	0.47	-0.42	.	.
CCCc1[nH]n(-c2ccc([N+](=O)[O-])cc2)c(=O)c1C=NCCCn1ccnc1	-7%	i	.	.	-0.6	1575	1.2	1.1	5.7	-48%	19%	0.32	-0.3	0.1	1.1	i	7
Cc1ccnc(NS(=O)(=O)c2ccc(NC(=O)Cc3ccccc3)cc2)n1	16%	i	-0.65	1258	.	.	1.9	3.3	8.7	-6%	16%	-0.62	-0.32	-0.46	0.39	i	1
CN(C)c1ccc(C(=S)N2CCOCC2)cc1	3%	i	0.85	1211	-3.3	948	3.9	2.5	5.9	-8%	17%	0.56	-0.19	0.83	-1.6	i	-20
S=C(Nc1ccccc1Cl)N1CCCC(c2ccccc2)=N1	-12%	i	-0.33	1403	-1.8	1160	.	.	.	-3%	5%	-0.7	-0.26	-0.4	0.55	.	.
Cc1[nH]n(-c2ccccc2)c(=O)c1N=Nc1ccc2c(c1)OCCO2	-89%	i	-0.25	1611	-1.7	1040	4.5	1.6	8.7	-47%	-6%	1.8	-0.21	0.63	-0.49	i	9
COc1cc2c(cc1OC)C(=S)NC1(CCCC1)C2	6%	i	-1.1	1273	-0.5	1147	2.7	3.3	9.1	-21%	3%	-0.096	-0.37	-0.045	0.51	i	1
c1ccc(-c2cc(-c3ccncc3)nc3ccc4ccccc4c23)cc1	4%	i	-0.01	1135	-0.9	1090	1.3	3.5	12	-17%	1%	0.5	-0.23	0.32	-0.48	i	-3
Cc1ccc2nc3nc(NCC4CCCO4)c(C(=O)NC4CCCC4)cc3c(=O)n2c1 (stereo not given)	8%	i	-2.5	975	-2.5	1120	7.5	1.9	8.8	4%	-87%	-0.32	3.2	0.37	0.7	i	2
COc1cc(-c2noc(CCC(N)=O)n2)cc(OC)c1OC	13%	i	0.81	1189	1.1	1134	1.8	1.0	8.2	-12%	-33%	1.2	-0.19	0.77	-1.1	i	4
Cc1sc(NC(=O)CN(Cc2ccc(F)cc2)C(=O)C(C)(C)C)c(C(N)=O)c1C	10%	i	0.04	1352	-3.8	1164	3.0	1.5	14	-16%	-3%	-0.21	-0.18	-0.0095	0.12	i	6
CCC(C)c1ccc(NC(=S)NC2CCN(Cc3ccccc3)CC2)cc1 (stereo not given)	2%	i	-0.31	1476	0.0	1118	2.5	2.2	7.0	-23%	-8%	0.4	0.027	0.082	-1.5	i	3
COc1ccc(/C=N/NC(=O)c2ccc(-c3ccccc3)cc2)cc1O	0%	i	-0.04	1267	-2.5	548	3.2	3.2	3.7	16%	7%	-0.56	-0.27	-0.59	0.6	i	4
CCOc1ccc(-n2cc(-c3ccccc3)c3c(N4CCOCC4)ncnc32)cc1	15%	i	-1.1	1440	0.9	1444	3.7	1.1	13	-3%	-3%	-0.53	-0.24	-0.15	0.71	+	63*
CC(C)(Sc1cc(C(C)(C)C)c(O)c(C(C)(C)C)c1)Sc1cc(C(C)(C)C)c(O)c(C(C)(C)C)c1	6%	i	.	.	.	.	3.2	2.8	2.4	-24%	6%	-1.3	-0.29	-0.078	0.99	i	2
CC(C)(C)C1=CC(=Nc2ccccc2N)C=C(C(C)(C)C)C1=O	-6%	i	0.22	1299	-1.2	991	1.5	2.1	4.6	-1%	7%	-1.3	-0.074	-0.82	0.7	i	2
Cc1ccc(C(=O)Nc2cnc3sc(C)nn3c2=O)cc1	-20%	i	0.05	1205	-3.7	1100	2.1	1.3	5.1	-26%	3%	-0.19	-0.26	-0.29	-0.36	i	1
COc1cccc(NC(=O)N2CCN(c3ccc(C(F)(F)F)cn3)CC2)c1	9%	.	-0.13	1501	1.0	1543	3.6	2.3	3.5	-9%	0%	-0.23	-0.18	0.079	0.24	i	1
CCOC(=O)C(=O)N1CCC(Cc2ccccc2)CC1	-24%	i	-0.11	1253	-2.0	1108	3.9	2.2	4.0	-41%	1%	-1.1	-0.28	-0.47	0.68	i	14
COc1ccc(OC)c(-c2csc(NC(=O)Cc3cccs3)n2)c1	-23%	i	-1.2	1144	-3.5	1024	3.0	2.4	7.6	3%	9%	-0.71	-0.25	-0.61	0.91	i	22
CSc1nc2c(c(=O)[nH]1)C(c1ccc(Cl)cc1)CC(=O)N2 (stereo not given)	24%	i	-0.54	1331	-0.7	1166	9.3	0.7	4.8	-23%	1%	0.099	-0.35	-0.12	0.48	i	0
CCCCNC(=O)/C=C/c1cccs1	-2%	i	0.02	1484	-1.3	1129	2.6	1.5	1.4	-44%	21%	-0.38	-0.062	-0.36	0.093	i	-14
COc1ccc(C(=O)Cn2c(NCCO)nc3ccccc32)cc1	19%	i	.	.	0.9	1518	1.6	2.5	5.9	-12%	-7%	0.46	-0.21	0.23	0.022	i	-15
Cc1cc(C)nc(NC(=O)c2ccc3c(c2)OCO3)c1	-10%	i	.	.	-1.8	1108	1.8	2.0	3.5	-25%	2%	-0.21	-0.27	-0.027	0.39	i	20
O=C(Nc1ccc2c(c1)CCC2)c1cc(S(=O)(=O)N2CCN(c3ccccc3)CC2)ccc1Cl	17%	i	0.25	803	2.8	1038	2.1	1.7	11	20%	-19%	0.02	0.39	0.4	0.3	i	29
Cc1sc(NC(=O)CCCC(=O)O)c(C#N)c1C	10%	i	-0.13	1224	-4.3	1195	3.2	1.8	7.0	4%	-1%	2.5	-0.13	1.1	-1.7	i	12
COc1cc(/C=N/NC(=O)CCNC(=O)c2ccccc2Cl)ccc1O	14%	i	0.71	1286	-2.7	1068	6.3	2.3	7.6	16%	4%	-1.8	0.35	-0.38	1.6	i	10
C=C(C)c1cccc(C(C)(C)NC(=O)Nc2ccc(OC)cc2)c1	4%	i	-0.59	1542	-4.7	1117	3.2	3.5	8.1	-30%	-3%	1.1	-0.34	0.78	0.08	i	2
Cc1cc(C(=O)NNC(=O)c2cccc(S(=O)(=O)N3CCOCC3)c2)c2ccccc2n1	8%	i	0.2	1226	-1.0	1053	1.9	2.1	1.5	-12%	8%	-0.55	-0.22	-0.24	0.31	i	8
COc1ccc2[nH]c(-c3cccc(F)c3)cc(=O)c2c1	-66%	i	1.6	698	.	.	13	50	39	-36%	3%	-2	0.42	-0.41	4.9	i	50
O=C(NCc1ccco1)C1CCN(S(=O)(=O)c2cccc3cccnc23)CC1	0%	i	0.84	992	-1.0	1127	2.5	3.1	5.6	-18%	5%	-0.65	-0.23	-0.34	0.45	i	5
Cc1cccn2c(=O)c3cc(C(=O)NCCCN4CCCC4=O)n(C)c3nc12	-4%	i	.	.	.	.	3.8	2.9	1.4	0%	-43%	-0.5	-0.16	0.037	1.3	i	-6
Nc1c(NCCN2CCOCC2)c2ccccc2oc1=O	-9%	i	0.04	1182	-5.5	1274	1.7	1.7	7.8	-33%	-2%	-0.39	-0.2	-0.058	0.28	i	61
O=C(/C=C/c1ccco1)N1CCN(c2ccccc2)CC1	3%	i	0.05	1285	-1.0	939	1.9	1.6	8.0	-15%	14%	0.41	-0.24	0.29	-0.24	i	-7
Clc1ccc(NNc2ccnc3cc(Cl)ccc23)cc1	8%	i	-0.34	1298	3.6	1358	3.2	0.9	7.6	-36%	2%	-0.54	-0.24	-0.42	1.1	i	-32
O=C(NNc1cccc(Cl)n1)Nc1ccccc1Cl	3%	i	.	.	.	.	2.8	1.7	4.9	3%	10%	-0.85	-0.25	-0.94	1.9	i	-5
